NadD inh: inhibitors of Staphylococcus aureus NadD; inhibition, % at 20 µM; purified NadD enzyme, colorimetric absorbance read-out; hit rate 0.78% among 360,000; in the data active means inhibition above about 26%; further: some compounds past the cut are filed as inactive
Scp1 inh: Scp-1 (human) phosphatase inhibition; Q9GZU7; Recombinant Scp1, phosphopeptide, malachite green phosphate absorbance; inhibition, % at 20 µM; hit rate 0.88% among 340,000; AID 493091;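 active means inhibition above about 50% at 20 µM, limit read from the data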;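 further: plate controls were DMSO wells with enzyme for no effect and wells lacking enzyme for full effect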
Target sequence (Q9GZU7 76-261 limits assumed): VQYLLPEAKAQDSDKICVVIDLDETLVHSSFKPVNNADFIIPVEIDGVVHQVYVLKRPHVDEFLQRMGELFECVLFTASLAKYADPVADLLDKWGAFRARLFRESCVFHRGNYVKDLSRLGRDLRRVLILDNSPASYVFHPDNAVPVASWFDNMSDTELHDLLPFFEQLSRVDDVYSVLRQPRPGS
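System: truncated SCP-1 phosphatase (76-261aa); medium: Tris acetate buffer pH 5.5 with MgCl2 and Tween-20; incubation: 45 min room-temperature reaction, 5 min colour, 30 min stabiliser; compound: single 20 µM dose, 1% DMSO; reagent: Phosphorylated 17-residue peptide substrate; read-out: % inhibition at 20 µM; technique: colorimetric free-phosphate detection, absorbance 630 nm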
Rpn11 inh: blocks the human proteasome subunit Rpn11; hit rate 0.59% among 360,000; O00487; human 26S proteasome, Ub4-pepOG fluorescence polarization; 20S core pre-blocked with epoxomicin; calls only at 20 µM;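 active means inhibition at 20 µM, scaled to each plate's controls, above about 33%, limit read from the data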
Target sequence (O00487 whole entry, looked up): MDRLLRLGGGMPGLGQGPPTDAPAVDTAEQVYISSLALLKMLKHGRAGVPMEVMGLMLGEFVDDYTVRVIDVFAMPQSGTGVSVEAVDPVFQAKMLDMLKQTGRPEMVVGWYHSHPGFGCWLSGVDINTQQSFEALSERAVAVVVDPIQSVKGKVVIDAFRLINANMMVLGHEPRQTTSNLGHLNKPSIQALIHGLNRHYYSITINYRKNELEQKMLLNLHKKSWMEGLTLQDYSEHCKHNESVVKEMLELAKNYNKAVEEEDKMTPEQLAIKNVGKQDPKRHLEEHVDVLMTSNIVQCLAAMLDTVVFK
SUMO1 PPI mod: modulators of human SUMO1-mediated protein-protein interactions | hit rate 0.33% among 360,000 | SUMO1 binding to a labelled peptide, TR-FRET, 1 h | P63165 | inhibition, % at 20 µM; in the data active means inhibition above about 37%
Target sequence (P63165 whole entry, looked up): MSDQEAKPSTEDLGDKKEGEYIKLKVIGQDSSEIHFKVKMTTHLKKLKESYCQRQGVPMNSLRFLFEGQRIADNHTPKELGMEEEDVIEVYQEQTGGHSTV
DNMT1 block: DNMT1 (human) enzyme inhibition; DNMT1 molecular beacon, Hinp1I cleavage, fluorescence; hit rate 0.83% among 360,000; inhibition (reported as % activation of signal), % at 10 µM; P26358; in the data active means inhibition above about 50%
Neddyl block: blocks human cullin neddylation. hit rate 0.58% among 360,000. calls only at 25 µM. TR-FRET cullin neddylation, biochemical. AID 651699. P61081+Q13564; in the data active means inhibition above about 36%
LMPTP block: blocks human LMPTP phosphatase. hit rate 0.22% among 360,000. P24666. inhibition, % at 20 µM. recombinant LMPTP-A, OMFP fluorogenic substrate, fluorescence intensity;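 active means compounds that cut the enzyme signal by at least half of the control window in the single-dose screen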;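 further: plate controls were DMSO wells with enzyme plus substrate for no effect and substrate without enzyme for full effect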
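Assay system: LMPTP-A, protein tyrosine phosphatase of low molecular weight / Medium: pH 6.0 Bis-Tris buffer with DTT and Triton X-100 / Schedule: 50 min enzyme reaction at room temperature, protected from light / Measured by: endpoint fluorescence intensity from OMFP dephosphorylation / Read-out basis: % inhibition relative to no-enzyme and uninhibited control wells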
Rin1 Abl inh: inhibitors of human Rin1-Abl protein interaction | P00519+Q13671 | TR-FRET Rin1/Abl binding, biochemical | inhibition, % at 7.35 µM | hit rate 0.4% among 360,000; in the data active means inhibition above about 5%, passing the limit was not always enough
STEP inh: STEP (human) phosphatase inhibition. recombinant STEP, OMFP fluorogenic substrate, fluorescence. inhibition, % at 20 µM. hit rate 0.25% among 360,000. P54829;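 active means inhibition at 20 µM, scaled per plate between control wells, above about 37%, limit read from the data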;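 further: 0% = DMSO with enzyme and substrate and 100% = substrate only without enzyme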
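material = STEP tyrosine phosphatase | reagent = fluorogenic phosphatase substrate OMFP at 25 µM final | doses = single compound dose of 20 µM, 1% DMSO final | schedule = 20 min reaction, room temperature, in the dark | measured by = fluorescence, 480/540 nm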
CSN deneddyl inh: CSN deneddylation inhibition | Q92905 | Purified CSN, SCF-Nedd8-OG deneddylation, fluorescence polarization | inhibition, % at 12.5 µM | hit rate 0.38% among 360,000 | AID 651999;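 active means pattern-corrected inhibition above about 35%, with an unprinted fluorescence ratio check between 0.5 and 1.5, limit read from the data, passing the limit was not always enough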;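 further: 0% = enzyme with substrate and 100% = substrate without enzyme; some results filed as inactive read as strong as hits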
Target sequence (Q92905 whole entry, looked up, one chain of several): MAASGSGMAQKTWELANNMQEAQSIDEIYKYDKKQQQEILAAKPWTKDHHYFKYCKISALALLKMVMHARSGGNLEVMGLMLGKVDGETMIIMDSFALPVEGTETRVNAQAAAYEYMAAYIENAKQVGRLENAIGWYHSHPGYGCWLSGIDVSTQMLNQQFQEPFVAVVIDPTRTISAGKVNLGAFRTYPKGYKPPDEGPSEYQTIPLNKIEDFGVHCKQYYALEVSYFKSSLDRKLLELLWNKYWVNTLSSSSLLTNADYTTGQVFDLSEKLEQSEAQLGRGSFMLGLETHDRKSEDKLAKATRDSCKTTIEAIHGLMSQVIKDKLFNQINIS
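test system = HEK293T-derived human Csn5 enzyme | amount = 0.24 nM Csn5 enzyme, final concentration | medium = Tris/NaCl/DTT buffer, pH 7.5 | schedule = 90 min reaction at room temperature | signal = FP | evaluation = inhibition of Csn5 cleavage, % | compound dosing = single dose of 12.5 µM compound with 0.25% DMSO | probe or stimulus = 10 nM SCFSkp2-Nedd8OG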
* = called active by the depositor; i = inactive; nt = not tested or not shown; + = active, no number.

SMILES	NadD inh	Scp1 inh	Rpn11 inh	SUMO1 PPI mod	DNMT1 block	Neddyl block	LMPTP block	Rin1 Abl inh	STEP inh	CSN deneddyl inh
Cc1ccc(N2C(=O)c3oc4ccccc4c(=O)c3C2c2cccc(O)c2)nc1 (stereo not drawn)	6	7	i	-21	1	i	-0.4	-4	0	-3
O=c1[nH]c2ccc(Br)cc2c(-c2ccccc2)c1N1CCOCC1	0	0	i	-6	-1	i	0.1	-1	0	6
O=C(O)c1c[nH]c2ccc(S(=O)(=O)N3CCN(c4ccc(F)cc4)CC3)cc2c1=O	4	17	i	4	9	i	59*	0	76*	-3
CCC(c1nc2ccccc2[nH]1)N(CCCn1ccnc1)C(=O)c1ccc(C(F)(F)F)cc1 (stereo not drawn)	1	nt	i	2	8	i	-3.5	0	-2	7
CCCC1(c2ccccc2)NC(=O)N(CC(=O)c2[nH]c(C)c(C(=O)OCC)c2C)C1=O (stereo not drawn)	-1	-12	i	-3	-10	i	1.3	2	2	6
ClCC1CSC(=NC23CC4CC(CC(C4)C2)C3)O1 (stereo not drawn)	1	5	i	0	10	i	0.1	1	-1	0
Cc1c(NC(C)C)c(=O)n(-c2ccccc2)n1C	-1	-9	i	-4	3	i	-0.9	-1	-4	-1
CC(C)C(=O)Nc1nnc(CCN2CCCCC2)s1	-7	-7	i	-3	0	i	-1.7	1	-8	0
O=C(/C=C/c1c[nH]c2ccccc12)c1ccccc1	-10	-11	i	-18	-6	i	3.9	-6	-2	1
CCOc1ccc(C(C(=O)NC2CCCCC2)N(C(=O)c2ccccn2)c2cccnc2)cc1 (stereo not drawn)	1	-4	i	0	0	i	-0.1	-3	-1	-6
CCCNC(=O)C1(C)CCN(C(=O)Cc2ccc3ccccc3c2)C1 (stereo not drawn)	-1	nt	i	-8	4	i	1.0	1	1	-7
CS(=O)(=O)Nc1ccc(C(=O)Nc2ccc3ccccc3c2)cc1	-3	-8	i	4	-2	nt	-1.7	0	-6	-2
CCCC1=C(C(=O)OCC)C(c2ccc(OC)c(C)c2OC)C(C#N)=C(N)O1 (stereo not drawn)	3	-10	i	-1	1	i	-0.5	-3	1	-4
Cc1ccc(Cn2c(O)c(N=NC(=S)Nc3ccccc3F)c3cc(S(=O)(=O)N4CCOCC4)ccc32)cc1	11	-9	i	-8	-13	i	1.1	-1	2	-3
CN1CCN(C(=O)C2=C[C@@H](c3ccc(Br)cc3)C[C@@H](OCc3ccc(CO)cc3)O2)CC1	-5	-11	i	5	-5	i	-1.2	1	1	0
CCN(C(=O)COC(=O)c1cc2ccccc2cc1O)C1CCS(=O)(=O)C1 (stereo not drawn)	0	-3	i	-15	-3	i	0.6	-4	0	5
Cn1c(N)c(C(=O)COC(=O)COc2cccc(Br)c2)c(=O)n(C)c1=O	1	-8	i	5	-4	i	0.3	0	-2	-5
O=S(=O)(NCC1COc2ccccc2O1)c1ccccc1F (stereo not drawn)	-7	-8	i	0	4	i	-0.7	1	-1	-7
O=S(=O)(Cc1nnnn1-c1ccccc1)c1ccc(Cl)cc1	-7	-7	i	8	3	i	0.3	-2	-1	2
CSc1nc(C=Nc2ccccc2Cl)c(O)n1Cc1cccc(Cl)c1	-6	-4	i	0	-4	i	0.4	-3	2	4
O=C(C1CCOCC1)N1CCCC(N2CCN(c3ccc(F)cc3)CC2)C1 (stereo not drawn)	-2	6	i	3	1	i	-0.7	1	-2	2
CCCCOc1ccc(-c2nc(-c3cccnc3)no2)cc1	0	-13	i	-1	-3	i	2.3	3	-1	-1
Cc1ccc(CNCCCn2cnc(C(=O)Nc3ccc(C)c(C)c3)n2)o1	1	0	i	-5	2	i	-3.2	1	1	1
CCOc1ccc(C(=O)NCCN2CCOCC2)cc1	-5	-5	i	3	-1	i	-1.2	0	-1	-4
O=C(NCCNCCO)C1(C(F)(F)F)C/C(=C\CCO)CCCO1 (stereo not drawn)	-4	-12	i	-4	-1	i	-0.1	1	0	-1
COc1ccc(OC)c(NC(=O)C2CC(=O)N(Cc3ccco3)C2)c1 (stereo not drawn)	7	17	i	-1	4	i	-1.0	2	0	1
COc1ccc(C(=O)NCc2cccnc2)cc1S(=O)(=O)N1CCOCC1	-7	-4	i	1	-1	i	-1.1	2	-3	1
O=C(Cn1c(=S)[nH]c2ccccc21)c1ccccc1	0	3	i	5	5	i	-1.5	1	-2	-10
CCC(=O)N1Cc2cc(C(=O)NCC(F)(F)F)nc(-c3cccc(-c4cncnc4)c3)c2[C@@H]1CCO	-2	nt	nt	3	nt	i	-0.5	nt	nt	-1
C=CCOc1ccc(/C=N/NC(=O)CN2CCOCC2)cc1OCC	-4	-8	i	6	-1	i	1.1	5	-4	-4
Cc1cc(=O)[nH]c(SCC(=O)Nc2cccc(C(F)(F)F)c2)n1	6	-10	i	2	0	i	-0.4	-2	0	-3
CCN(CC)CCn1c2ccccc2c2nc(C)sc21	7	-5	i	1	-5	i	0.7	-4	1	2
COc1ccc(C2C(C#N)=C(N)N(c3ncn[nH]3)C3=C2C(=O)CCC3)cc1 (stereo not drawn)	2	3	i	-1	-4	i	-0.8	4	-1	-9
Cc1nn(-c2ccccc2)c2nc3c(cc12)C(=O)CCC3	2	6	i	-3	3	+	-0.3	2	1	-9
CC(C)N(C(=S)Nc1cccc(S(=O)(=O)N(C)C)c1)c1ccccc1	-4	11	i	0	1	i	3.0	4	1	-5
O=C(CSc1nnc(CNC(=O)c2cccc(C(F)(F)F)c2)o1)NCC1CCCO1 (stereo not drawn)	0	-5	i	2	1	i	-1.8	1	3	-4
FC(F)(F)c1cccnc1Oc1ccc(C2=NCCS2)cc1	0	5	i	4	4	i	1.9	3	-1	5
COc1ccccc1NC(=O)c1ccc(C)c(S(=O)(=O)N2CCCCC2)c1	-3	-7	i	-5	1	i	1.3	1	1	-5
Cc1ccccc1NC(=O)COC(=O)c1ccc(S(=O)(=O)N2CCCC2)cc1	-4	-6	i	1	12	i	-1.7	-1	0	3
O=C(N/N=C/c1cn[nH]c1-c1ccc(Cl)cc1)c1ccc([N+](=O)[O-])cc1	6	-5	i	-14	-5	i	0.0	0	2	4
O=c1ccn(Cc2ccccc2)c(SCc2ccccc2)n1	3	-2	i	-3	-1	i	-0.3	5	-3	-5
Cc1ccc(S(=O)(=O)NC(=O)NCc2ccccn2)cc1	2	7	i	1	3	i	-1.5	3	-3	-6
C=C1CCC[C@]2(C)C[C@H]3OC(=O)C(CNCC(C)C)[C@H]3CC12 (stereo partly drawn)	-2	-13	i	7	-1	i	-0.3	1	-1	-1
CCOC1=C(C#N)CC2(CC1)c1ccccc1-c1ccccc12	-2	-21	i	7	3	i	4.8	1	3	-3
Cc1cc(C)n(Cc2ccc(C(=O)N/N=C/c3ccc(-c4ccc([N+](=O)[O-])cc4)o3)o2)n1	15	102*	nt	104*	98*	i	97*	1	99*	105
O=C(Cn1c(NCCO)nc2ccccc21)NCCc1ccc(F)cc1	1	9	i	-1	2	i	5.5	2	-1	-2
Cc1cc(C)nc(/N=C(\N)Nc2cccc(OCc3ccccc3)c2)n1	-10	-1	i	2	-8	i	3.4	-2	1	116
Cc1ccc(C(=O)NCC(c2ccco2)N2CCc3ccccc3C2)cc1 (stereo not drawn)	-1	-6	i	0	0	i	0.3	-1	1	-7
COc1ccc(C2C3=C(CCCC3=O)N(CC(=O)O)C3=C2C(=O)CCC3)cc1	-1	1	i	-2	-4	nt	-0.1	-6	-1	-3
COc1ccc(N2C(=O)CC(NNc3ncc(Cl)cc3Cl)C2=O)cc1 (stereo not drawn)	2	-3	i	-5	0	i	-0.7	-5	1	7
COc1ccc(-c2cc3ccccc3c(=O)o2)cc1	-10	nt	nt	-26	nt	i	0.0	nt	nt	-8
Oc1ccc(C=NCCc2ccccc2)cc1	-3	-10	i	0	-1	i	-1.1	0	-2	-3
COC(=O)c1ccccc1NC(=O)Cn1cc(Br)cn1	-4	-10	i	-2	-1	i	-1.6	-2	3	-1
O=C(CSc1ccccn1)Nc1ccc(N2CCOCC2)cc1	1	-12	i	-2	-3	i	-2.7	-1	-2	-1
O=C1NC(=O)/C(=C\c2ccc(Cl)cc2Cl)N1	2	-2	i	-26	-5	i	-0.5	0	-3	0
Cc1cccnc1N(C(=O)Nc1cccc(Cl)c1)C1=NCC(C)(C)S1	-4	-4	i	4	-1	i	1.2	1	-3	-14
CCC12CC3CC(C1)CC(C(=O)NNC(N)=O)(C3)C2	2	-17	i	1	6	i	-0.6	-2	3	-4
Cc1c(Cl)c(C(F)(F)F)nn1CC(=O)NCc1ccccc1	-4	-3	i	3	5	i	0.0	-2	-3	0
O=c1cc(N2CCC3(CC2)OCCO3)[nH]c(=O)n1-c1ccc(Br)cc1	-1	-8	i	6	-1	i	-1.2	0	-3	-5
O=C(Cn1c(=O)oc2ccccc21)N1CCCC1	-3	-5	i	-1	0	i	-1.3	-2	-2	2
CN(/N=C/c1ccccc1O)C(=S)c1ccccc1	1	-14	i	-16	2	i	0.3	-1	1	1
CC1CCc2nc3ccc(S(=O)(=O)N4CCC(C(=O)NC(C)c5ccccc5)CC4)cc3c(C(=O)O)c2C1 (stereo not drawn)	6	4	i	7	-14	i	-0.5	-1	0	-1
CN(C)C(=S)SCC(=O)Nc1cccc(C(F)(F)F)c1	-7	-10	i	1	3	i	-1.1	2	-7	1

Full records, quoted from the list. Order of values: NadD inh	Scp1 inh	Rpn11 inh	SUMO1 PPI mod	DNMT1 block	Neddyl block	LMPTP block	Rin1 Abl inh	STEP inh	CSN deneddyl inh
Results for O=c1cc(N2CCC3(CC2)OCCO3)[nH]c(=O)n1-c1ccc(Br)cc1 : -1	-8	i	6	-1	i	-1.2	0	-3	-5
Results for Cc1ccc(C(=O)NCC(c2ccco2)N2CCc3ccccc3C2)cc1 (stereo not drawn) : -1	-6	i	0	0	i	0.3	-1	1	-7
Results for O=c1ccn(Cc2ccccc2)c(SCc2ccccc2)n1 : 3	-2	i	-3	-1	i	-0.3	5	-3	-5
Results for Cc1ccc(S(=O)(=O)NC(=O)NCc2ccccn2)cc1 : 2	7	i	1	3	i	-1.5	3	-3	-6
Results for Oc1ccc(C=NCCc2ccccc2)cc1 : -3	-10	i	0	-1	i	-1.1	0	-2	-3
